D2 agonist: agonists of human D2 dopamine receptor; P14416; HEK293 T-REx D2 cells, calcium flux agonist mode; activation, % at 2 µM; actives 0.53% (n = 340,000);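 active = activation over 3 SD above normal in the single-dose calcium agonist read, cut at about 30% in these data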; also: 0% is about no effect
Target sequence (P14416 whole entry, looked up): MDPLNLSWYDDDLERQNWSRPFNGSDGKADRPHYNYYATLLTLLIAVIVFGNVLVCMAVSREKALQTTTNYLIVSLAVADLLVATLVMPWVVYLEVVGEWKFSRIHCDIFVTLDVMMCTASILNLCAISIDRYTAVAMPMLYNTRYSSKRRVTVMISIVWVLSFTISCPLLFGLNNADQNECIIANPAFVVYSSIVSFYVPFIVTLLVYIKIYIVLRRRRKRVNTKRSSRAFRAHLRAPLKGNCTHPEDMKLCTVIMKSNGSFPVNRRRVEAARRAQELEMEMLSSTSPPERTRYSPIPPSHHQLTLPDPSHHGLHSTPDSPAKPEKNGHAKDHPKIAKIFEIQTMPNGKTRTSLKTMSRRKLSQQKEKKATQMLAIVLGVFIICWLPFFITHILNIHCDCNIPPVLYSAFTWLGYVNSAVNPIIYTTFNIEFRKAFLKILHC
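Tetracycline-induced HEK293 Trex cells with D2 receptor force-coupled to calcium signaling, plated overnight at 30 C and loaded with no-wash calcium dye. Calcium flux read kinetically for 180 s after compound addition; responses flag agonists.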
Vif-A3F inh: blocks the Vif interaction with APOBEC3F | HeLa A3F-eYFP + Vif (tagged APOBEC3F with the HIV-1 protein that degrades it), YFP fluorescence increase | Potency, µM (doses to about 46.1 µM), for inactives: at the highest dose activity, negative = active | actives 0.2% (n = 390,000) | AID 602313; also: potency is read from the fitted curve at half-maximal effect; % of control where 0% means no effect; nearly all actives have a fitted effect of over 65% in size
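HeLa cells stably expressing A3F-eYFP plus Vif, plated and incubated overnight at 37 deg C, then exposed to compounds overnight at 37 deg C. Blocked degradation read as raised yellow fluorescence (Ex 488/Em 500-530).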
RGS4 inhibitor: human RGS4 inhibition. P49798. Transcreener GDP fluorescence polarization, RGS4-accelerated GTP hydrolysis. Potency, µM (top dose mostly 114 µM), without a hit: at the highest dose activity change, negative = inhibition, usual class: inhibitors. actives 0.039% (n = 390,000). AID 504845; also: potency is read from the fitted curve at half-maximal effect; % is scaled to controls: 0 for no effect and ±100 for the full control effect; nearly all actives have a fitted effect of over 75% in size; some results filed as inactive show a strong effect at the top dose
Target sequence (P49798 whole entry, looked up): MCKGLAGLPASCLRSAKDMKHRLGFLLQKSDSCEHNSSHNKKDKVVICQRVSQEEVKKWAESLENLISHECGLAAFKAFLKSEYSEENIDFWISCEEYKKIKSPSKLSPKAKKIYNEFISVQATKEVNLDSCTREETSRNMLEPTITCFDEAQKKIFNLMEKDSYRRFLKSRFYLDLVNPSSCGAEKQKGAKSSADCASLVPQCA
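MLSMR compounds (23 nl, pin-transferred) preincubated 10 min at room temperature with a 500nM (2x) first reagent, then RGS4 at 900nM (2x) plus Transcreener GDP mix added; fluorescence polarization (620/688 nm) read before and after 90 min at 30 °C.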
GRP78 ERSR act: inducers of ER stress response in human glioma cells; U87-MG GRP78 promoter luciferase reporter, 16 h; Potency, µM, without a hit: at the top dose activation, actives largely listed as activators; actives 0.02% (n = 420,000); also: potency is read from the fitted curve at half-maximal effect; series mostly up to about 76 µM; % of control where 0% means no effect; nearly all actives have a fitted effect of over 35% in size
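ERSR induction read as luciferase luminescence (Bright-Glo, 10 min at room temperature) in stably transfected human U87-MG glioma cells exposed to compounds for 16 h, using GRP78 as sensor.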
ERG Ets-DNA blk: ERG Ets/DNA interaction inhibition; P11308; fluorescence polarization, His-ERG Ets domain / labelled DNA; Potency, µM (series often up to 76.9 µM), inactives show at the highest dose FP activity, negative = inhibition, most hits filed as inhibitors; actives 0.028% (n = 370,000); active = well fitted inhibition curve with a large enough effect in the polarisation, with a control signal flat; inconclusive = small, poorly fitted or top-dose-only effect, or effect the other way, or a change in a side signal; inactive = no such curve, though single readings can be large or run the other way; the % refers to the polarisation;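 also: polarization taken with two DNA probes labelled with fluorescein and Texas red; potency is read from the fitted curve at half-maximal effect; % of control where 0% means no effect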
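His-tagged ERG Ets domain (1 uM in the protein solution; 300mM KCl, 50mM Tris-HCl, 1mM EDTA, 1mM DTT, pH 7.5) received compound, then a probe mix of 5 nM fluorescein-DNA and 100nM Texas-615-DNA. Fluorescence polarization was read for both dyes.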
D2 antag: D2 dopamine receptor (human) antagonism. HEK293 TREx D2 cells, calcium flux, dopamine EC80. AID 485344. actives 2% (n = 340,000). inhibition, % at 10 µM; in the data active = inhibition above about 30%; also: 0% is about no effect
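HEK293 T-REx D2 cells, tet-induced, calcium dye no-wash. Cpd pintool add, 180 s kinetic, then EC80 DA, 180 s kinetic. Ca flux read.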
12-LOX inh: ALOX12 (human) lipoxygenase inhibition | P18054 | purified 12hLO, xylenol orange hydroperoxide absorbance | Potency, µM (doses to about 108 µM), without a hit: top-dose activity change, negative = inhibition, usual class: inhibitors | actives 1.1% (n = 580,000) | AID 1671190; also: potency is read from the fitted curve at half-maximal effect; % is scaled to controls: 0 for no effect and ±100 for the full control effect
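Purified human 12hLO (150 nM final) in 25 mM Hepes, 0.01% Triton X-100, pH 7.0 was preincubated 15 min at room temperature with compound. Then 40 uM arachidonic acid was added, 30 min. Hydroperoxide was read by Fe-XO absorbance ratio 573/405 nm.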
LDHA block: inhibitors of human lactate dehydrogenase A; activity change, % (values are at about 110 or 230 µM); purified LDHA, NADH/diaphorase-resazurin fluorescence; hits give low values; actives 0.15% (n = 480,000); P00338; in the data active = activity change below about -30%; inconclusive = mostly about -25% to -30%;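 also: plate controls were DMSO wells for no effect and wells without enzyme for full effect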
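Human LDH5 (2 nM) was incubated with 0.06 mM NADH and 0.2 mM pyruvate for 5 min at room temperature in Tris pH 7.4. Remaining NADH was coupled through diaphorase/resazurin, and resorufin fluorescence was read at 0 and 20 min.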
Vif-A3G inh: inhibitors of Vif-APOBEC3G interaction. Potency, µM (top dose mostly 46.1 µM), for inactives: top-dose activity, negative = active, usual class: inhibitors. HeLa A3G-eYFP + Vif (tagged APOBEC3G with the HIV-1 protein that degrades it), YFP fluorescence, overnight. actives 0.076% (n = 410,000). AID 602310;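 also: potency is read from the fitted curve at half-maximal effect; % is scaled to controls: 0 for no effect and ±100 for the full control effect; nearly all actives have a fitted effect of over 60% in size; hits raise eYFP signal because A3G escapes Vif-driven loss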
Target sequence (Q9HC16 whole entry, looked up): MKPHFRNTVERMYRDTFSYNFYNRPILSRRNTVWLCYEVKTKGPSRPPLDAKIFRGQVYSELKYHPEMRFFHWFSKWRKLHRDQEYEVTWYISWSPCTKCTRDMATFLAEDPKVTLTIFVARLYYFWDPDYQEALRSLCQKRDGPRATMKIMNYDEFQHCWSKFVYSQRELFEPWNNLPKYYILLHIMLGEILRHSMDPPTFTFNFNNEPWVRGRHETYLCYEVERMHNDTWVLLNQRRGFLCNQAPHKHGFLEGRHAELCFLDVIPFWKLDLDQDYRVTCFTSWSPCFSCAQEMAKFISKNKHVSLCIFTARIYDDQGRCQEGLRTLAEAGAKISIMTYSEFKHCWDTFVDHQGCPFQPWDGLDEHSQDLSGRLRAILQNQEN
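HeLa cells stably expressing Vif and C-terminally eYFP-tagged A3G, seeded overnight at 37 deg C, then exposed to compound by pintool overnight at 37 deg C. Rise in yellow fluorescence (Ex 488/Em 500-530, Acumen) marks blocked Vif-driven A3G degradation.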
Active calls of the source: *; & = joins results of further samples; [ ] = another dose, or the depositor's remark. Unless noted, calls follow the shape of the dose curve; as a rule, active = well fitted curve in the direction sought with a large enough effect; inconclusive = small, poorly fitted or top-dose-only effect, or another doubt; inactive = no such curve, though single readings can be large; an effect the other way counts as inactive or inconclusive. These rows are one share of the data, so the mix of outcomes need not match the whole.

For CCOC(=O)C(C)Sc1nnc2cc(C)c3ccccc3n12 (stereo not given) the results were D2 agonist -1.7, Vif-A3F inh -1%, RGS4 inhibitor -15%, GRP78 ERSR act -2%, ERG Ets-DNA blk 4%, 12-LOX inh -5%, LDHA block -9 and Vif-A3G inh 3%.
For CN1CCN(S(=O)(=O)c2ccc(NN)nc2)CC1 the results were Vif-A3F inh -27%, RGS4 inhibitor -35%, GRP78 ERSR act -2%, ERG Ets-DNA blk -1%, 12-LOX inh inactive, LDHA block 16 and Vif-A3G inh -4%.
`CCCCCCCCCCC[C@@H](C[C@@H]1OC(=O)[C@H]1CCCCCC)OC(=O)[C@H](CC(C)C)NC=O` gave D2 agonist 1.0, Vif-A3F inh 7%, RGS4 inhibitor -1%, GRP78 ERSR act -1%&1%, ERG Ets-DNA blk -7%, D2 antag -3, 12-LOX inh -4%, LDHA block -4 and Vif-A3G inh 1%.
For O=C(O)CC1C(=O)NCCN1Cc1ccc(F)c(F)c1 (stereo not given) the results were D2 agonist 0.1, Vif-A3F inh -3%, RGS4 inhibitor -8%, GRP78 ERSR act -2%, ERG Ets-DNA blk -18%, D2 antag 2, 12-LOX inh 8%[57.4 µM], LDHA block -8 and Vif-A3G inh 5%.
For ON(Cc1c(F)cccc1Cl)Cc1c(F)cccc1Cl the results were D2 agonist 1.6, Vif-A3F inh 0%, RGS4 inhibitor -9%, GRP78 ERSR act -3%, ERG Ets-DNA blk 11%, D2 antag 11, 12-LOX inh 15%, LDHA block -3 and Vif-A3G inh 3%.
`Cc1nc2c(C(=O)NCc3ccc4c(c3)OCO4)c[nH]n2c(=O)c1Cl` gave D2 agonist 0.6, Vif-A3F inh -2%, RGS4 inhibitor 37%, GRP78 ERSR act -4%, ERG Ets-DNA blk -4%, D2 antag 5, 12-LOX inh inconclusive, LDHA block 2 and Vif-A3G inh 0%.
Screening O=C(NCC(c1ccc(Cl)cc1)N1CCCCC1)c1ccc(F)cc1 (stereo not given) returned Vif-A3F inh 4%, RGS4 inhibitor 2%, GRP78 ERSR act -3%, ERG Ets-DNA blk -3%, 12-LOX inh inconclusive, LDHA block -2 and Vif-A3G inh -2%.
c1csc(-c2nn3cnnc3c3ccccc23)c1 was read as Vif-A3F inh 9%, RGS4 inhibitor 2%, GRP78 ERSR act -2%, ERG Ets-DNA blk 1%, 12-LOX inh -3%, LDHA block -7 and Vif-A3G inh -10%.
`COc1ccccc1NC(=O)CSc1ncnc2c1oc1ccccc12` gave D2 agonist 2.6, Vif-A3F inh 0%, RGS4 inhibitor 7%, GRP78 ERSR act -2%, ERG Ets-DNA blk -6%, D2 antag 7, 12-LOX inh 0%, LDHA block -3 and Vif-A3G inh 6%.
For CN(C)C=Nc1ncc2c3ccccc3n(Cc3ccccc3)c2c1C#N the results were D2 agonist -0.5, Vif-A3F inh 5%, RGS4 inhibitor 12%, GRP78 ERSR act -5%, ERG Ets-DNA blk -20%, D2 antag -9, 12-LOX inh 4%, LDHA block 2 and Vif-A3G inh 2%.
Screening O=C(COC(=O)c1cccc(C(=O)OCC(=O)c2ccc(Br)cc2)n1)c1ccc(Br)cc1 returned D2 agonist -1.1, Vif-A3F inh inconclusive, RGS4 inhibitor -19%, GRP78 ERSR act -3%, ERG Ets-DNA blk 2%, D2 antag -7, 12-LOX inh 0%, LDHA block 0 and Vif-A3G inh 1%.
For COC(=O)c1c(NC(=O)C(C)C)sc2c1CCN(Cc1ccccc1)C2 the results were D2 agonist 2.0, Vif-A3F inh 0%, RGS4 inhibitor 19%, GRP78 ERSR act -2%, ERG Ets-DNA blk -2%, D2 antag 1, 12-LOX inh -13%[57.4 µM], LDHA block 0 and Vif-A3G inh 1%.
For C[C@@H]1CN(C(=O)c2cc(COc3cccc(C(F)(F)F)c3)on2)C[C@H](C)O1 the results were D2 agonist 1.1, Vif-A3F inh 2%, RGS4 inhibitor 3%, GRP78 ERSR act inconclusive, ERG Ets-DNA blk -3%, D2 antag 16, 12-LOX inh 4%, LDHA block 3 and Vif-A3G inh -7%.
`O=C(Cn1c(SCC(=O)N2CCc3ccccc32)nc2ccccc21)NC1CCCC1` gave D2 agonist 0.4, Vif-A3F inh -1%, RGS4 inhibitor -24%, GRP78 ERSR act 1%, ERG Ets-DNA blk -1%, D2 antag -11, 12-LOX inh 12%, LDHA block 0 and Vif-A3G inh -2%.
For CC(C)=CCNc1ncnc2c1c(C#N)cn2C1OC(CO)C(O)C1O (stereo not given) the results were Vif-A3F inh -9%, RGS4 inhibitor 16%, GRP78 ERSR act -3%, ERG Ets-DNA blk -4%, 12-LOX inh -6%, LDHA block -52* and Vif-A3G inh -26%.
Cc1ccc(N2CC(NC(=O)CCc3ccccc3)CC2=O)cc1 (stereo not given) was read as D2 agonist 0.6, Vif-A3F inh 5%, RGS4 inhibitor 12%, GRP78 ERSR act -2%, ERG Ets-DNA blk -7%, 12-LOX inh -10%, LDHA block -7 and Vif-A3G inh 6%.
O=[n+]1cc(-c2ccc(Cl)cc2)n([O-])c2c1CCC2 was read as D2 agonist 0.7, Vif-A3F inh -7%, RGS4 inhibitor -12%, GRP78 ERSR act 1%, ERG Ets-DNA blk 8%, D2 antag -2, 12-LOX inh 40%[activator], LDHA block 2 and Vif-A3G inh 0%.
For COc1ccc(-c2nc3c(C#N)c[nH]n3c2NC2CCCCC2)cc1 the results were D2 agonist 0.8, Vif-A3F inh 1%, RGS4 inhibitor -22%, GRP78 ERSR act 2%, ERG Ets-DNA blk 7%, 12-LOX inh 3%, LDHA block -3 and Vif-A3G inh -16%.
For N#Cc1ccccc1OCC(=O)OCC(=O)N1CCCC1 the results were Vif-A3F inh -4%, RGS4 inhibitor 0%, GRP78 ERSR act -2%, ERG Ets-DNA blk 3%, 12-LOX inh -13%, LDHA block -20 and Vif-A3G inh -2%.
Screening CCc1ccccc1Nc1nn2c(=O)c3ccc(C(=O)NCc4ccccn4)cc3nc2s1 returned D2 agonist 0.2, Vif-A3F inh -24%, RGS4 inhibitor -37%[56.9 µM], GRP78 ERSR act -4%, ERG Ets-DNA blk 2%, D2 antag -2, 12-LOX inh -19%, LDHA block -5 and Vif-A3G inh -5%.
`Cn1c(CSc2nc3ccccc3s2)nnc1SCC(=O)NCc1ccccn1` gave D2 agonist 0.5, Vif-A3F inh -4%, RGS4 inhibitor -6%[11.4 µM], GRP78 ERSR act 1%, ERG Ets-DNA blk 2%, D2 antag 2, 12-LOX inh 0%, LDHA block 1 and Vif-A3G inh -5%.
Screening CC1CCN(S(=O)(=O)c2ccc(C(=O)Nc3ccccc3-c3nc4ccccc4[nH]3)cc2)CC1 returned D2 agonist 0.8, Vif-A3F inh 1%, RGS4 inhibitor 28%, GRP78 ERSR act -2%, ERG Ets-DNA blk 10%, D2 antag -5, 12-LOX inh 2%, LDHA block -7 and Vif-A3G inh 1%.
`CCOc1cc(S(=O)(=O)NCc2ccc3c(c2)OCO3)c(C)cc1C` gave D2 agonist 0.6, Vif-A3F inh -6%, RGS4 inhibitor inconclusive, GRP78 ERSR act -3%, ERG Ets-DNA blk 1%, D2 antag 10, 12-LOX inh inconclusive, LDHA block 6 and Vif-A3G inh 1%.
`CC(C)CC1C(=O)N(Cc2cn(Cc3ccco3)nn2)CCS(=O)(=O)N1Cc1ccc(-c2ccncc2)cc1` (stereo not given) gave Vif-A3F inh -6%, GRP78 ERSR act -5%, 12-LOX inh -4%, LDHA block 0 and Vif-A3G inh -15%.
For CCOC(=O)C(=CNc1cscc1S(=O)(=O)C(C)C)C(=O)OCC the results were D2 agonist 0.4, Vif-A3F inh 13%, RGS4 inhibitor 8%, GRP78 ERSR act -1%, ERG Ets-DNA blk 5%, D2 antag -1, 12-LOX inh 0%, LDHA block -4 and Vif-A3G inh -4%.
Screening COc1ccc(NC(=O)N2C3CCCC2CC(NC(=O)c2ccccc2)C3)cc1 (stereo not given) returned D2 agonist 0.6, Vif-A3F inh inconclusive, RGS4 inhibitor -1%, GRP78 ERSR act -3%, ERG Ets-DNA blk 7%, D2 antag -13, 12-LOX inh 13%, LDHA block -3 and Vif-A3G inh 0%.
For COC(=O)c1ccc(CNC(=O)c2coc3ccccc3c2=O)cc1 the results were D2 agonist 0.0, Vif-A3F inh -9%, RGS4 inhibitor -11%[56.9 µM], GRP78 ERSR act -2%, ERG Ets-DNA blk 1%, D2 antag 12, 12-LOX inh 4%, LDHA block 1 and Vif-A3G inh 0%.
CN(CC(=O)Nc1ccc(N2CCOCC2)cc1)C(=O)c1cc2c(s1)CCCC2 was read as D2 agonist -1.4, Vif-A3F inh 0%, RGS4 inhibitor -10%, GRP78 ERSR act -1%, ERG Ets-DNA blk 12%, D2 antag 0, 12-LOX inh -4%, LDHA block 2 and Vif-A3G inh 3%.
`Cc1cc(C)c(C=NNc2nc3c([nH]2)c(=O)n(C)c(=O)n3C)c(C)c1` gave Vif-A3F inh -7%, RGS4 inhibitor 18%, GRP78 ERSR act 0%, ERG Ets-DNA blk 4%, 12-LOX inh 6%, LDHA block -11 and Vif-A3G inh 0%.

Source: PubChem BioAssay
